Source: PubChem (National Center for Advancing Translational Sciences (NCATS))
DT40 TDP1 CPT = DT40-hTDP1 cell growth loss with CPT; chicken DT40 Tdp1-/-;hTDP1 cells + 20 nM CPT, ATP luminescence, 48 h; Potency, µM (highest dose often 46.2 µM), for the others: at the top dose activity change, negative = growth inhibition, most hits filed as inhibitors; 12% of 420,000 active; AID 686979; note: nearly all actives have a fitted effect of over 55% in size
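Chicken DT40 Tdp1-/- cells complemented with human TDP1, 400 cells/well, exposed to compounds plus 20 nM camptothecin for at least 48 h at 37 C; viability read as ATP content by CellTiter-Glo luminescence.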
N370S GC mod = inhibits or activates N370S mutant glucocerebrosidase. P04062. N370S GC spleen homogenate, 4MU-glucoside fluorescence. Potency, µM (top dose mostly 59.4 µM), inactives show at the top dose activity change, negative = inhibition, hits mostly inhibitors. 0.092% of 330,000 active. AID 2101;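 note: 0% = full enzyme activity and -100% = no enzyme basal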
FEN1 inhibitor = blocks human flap endonuclease 1 | P39748 | Recombinant FEN1 flap cleavage, fluorescence, 15 min | Potency, µM (top dose mostly 114 µM), for inactives: at the highest dose activity change, negative = inhibition, hits mostly inhibitors | 0.35% of 390,000 active | AID 588795; note: nearly all actives have a fitted effect of over 65% in size
Target sequence (P39748 whole entry, looked up): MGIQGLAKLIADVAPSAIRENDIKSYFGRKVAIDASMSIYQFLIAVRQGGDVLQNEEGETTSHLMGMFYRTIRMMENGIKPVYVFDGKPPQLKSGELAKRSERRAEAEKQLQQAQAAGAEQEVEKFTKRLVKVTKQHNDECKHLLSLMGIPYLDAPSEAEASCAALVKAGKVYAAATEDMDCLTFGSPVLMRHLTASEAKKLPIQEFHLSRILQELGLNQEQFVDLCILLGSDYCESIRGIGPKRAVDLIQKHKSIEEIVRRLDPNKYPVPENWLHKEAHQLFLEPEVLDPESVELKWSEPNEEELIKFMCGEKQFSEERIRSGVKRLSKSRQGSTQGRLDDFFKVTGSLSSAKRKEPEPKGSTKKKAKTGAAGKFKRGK
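Steps: FEN1 (10 nM) dispensed; compound added by pin tool; 15 min at room temperature; substrate added to 50 nM final; reads at 0 min and 15 min; data normalized and fitted (four-parameter Hill).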
Starred values were filed as active, the others as inactive; ? = inconclusive; . = no result given; & = joins results of further samples; [ ] = another dose, or the depositor's remark. Calls come from the whole dose curve; as a rule, active = well fitted curve in the direction sought with a large enough effect; inconclusive = small, poorly fitted or top-dose-only effect, or another doubt; inactive = no such curve, though single readings can be large; an effect the other way counts as inactive or inconclusive. Unless noted, % is set by controls: 0 for no effect and ±100 for the full control effect; potency is the fitted concentration of half-maximal effect. Not all compounds are listed; count on the stated rates, not on these rows.

Start of the data: the first three entries as a preview:
SMILES	DT40 TDP1 CPT	N370S GC mod	FEN1 inhibitor
O=C(O)C1C2C=CC(O2)C1C(=O)Nc1ccc(S(=O)(=O)N2CCc3ccccc32)cc1 (stereo unspecified)	-22%	-2%	3%
CCOc1c(C(N)=O)c(-c2ccccc2)c2c(=O)[nH]c3ccccc3n12	-21%	21%	0%
Cc1cccc(OCC(=O)Nc2ccccc2OCc2cc(=O)n3cc(C)ccc3n2)c1	13µM*	.	-6%

Results, from the start:
SMILES	DT40 TDP1 CPT	N370S GC mod	FEN1 inhibitor
O=C(O)C1C2C=CC(O2)C1C(=O)Nc1ccc(S(=O)(=O)N2CCc3ccccc32)cc1 (stereo unspecified)	-22%	-2%	3%
CCOc1c(C(N)=O)c(-c2ccccc2)c2c(=O)[nH]c3ccccc3n12	-21%	21%	0%
Cc1cccc(OCC(=O)Nc2ccccc2OCc2cc(=O)n3cc(C)ccc3n2)c1	13µM*	.	-6%
CN(C)c1cc[nH]c(=O)c1C#N	-25%	14%	-2%
CCCCNC(=O)c1ccc(-c2nc(CS(=O)(=O)c3ccc(C)cc3)c(C)o2)cc1	?	.	3%
CN(c1ccc(C(=O)NC2CCCC2)cc1)S(=O)(=O)c1ccc(Cl)cc1	?	-16%	21%
Cc1c(C(=O)O)cccc1-c1ccc(/C=C2\SC(=O)NC2=O)o1	1%	-15%	?
COc1cc(NS(=O)(=O)c2ccc(N/C=C\C(=O)c3ccc(C)cc3)cc2)nc(OC)n1	12µM*	.	0%
Cc1cc(C(=O)Nc2ccccc2Cl)c2ccccc2n1	-4%	-1%	7%
COc1ccc(S(=O)(=O)Nc2cc(-c3cn4ccccc4n3)ccc2C)cc1	?	.	5%
CCn1c(SCC(=O)Nc2ccccc2)nnc1-c1cccs1	12%	9%	-9%
CC1CCc2c(sc3ncn(CC(=O)N=Nc4c(O)[nH]c5ccccc45)c(=O)c23)C1 (stereo unspecified)	?	-11%	17%
CCN(CC)C(=O)[C@H]1CC(CC(=O)NCCCn2ccnc2)C(=O)N2CCc3c([nH]c4ccc(OC)cc34)[C@]12C (stereo partly specified)	6%	.	-3%
S=C(NCc1ccccc1)N1CCc2ccccc2C1	6%	16%	0%
C=CCn1c(SCC(N)=O)nnc1-c1cc(Br)ccc1O	-14%	?	-3%
Cc1ccc(S(=O)(=O)Nc2ccc3c(c2)n(C)c(=O)n3C)c(C)c1	?	-18%	12%
O=C(O)CCCC(=O)N1CCN(c2ncccn2)CC1	6%	-6%	3%
CCCN(CC(=O)Nc1ccccc1OC)C(=O)c1cccc(S(=O)(=O)Nc2ccc(OC)cc2)c1	?	0%	-1%
COc1cc2c3c(n(C)c(=O)c2cc1OC)-c1cc2c(cc1C3=O)OCO2	?	.	?
C/C=C/c1ccc(OCC(=O)Nc2ccncc2)c(OC)c1	18µM*	-14%	-6%
N#Cc1nc(N2CCCC2)nc(N(c2ccccc2)c2ccccc2)n1	9%	.	-4%
COc1cc2c(cc1OC)C(C1(O)CCCCC1)NCC2 (stereo unspecified)	15%	6%	-7%
CCCCC/C=C\C/C=C\C/C=C\C/C=C\CCCCCC(=O)O	-3%[4.12 µM]	3%&-2%	.
COc1ccc(NC(=O)c2ccc3c(c2)OCCO3)cc1OC	-8%	-8%	1%
COc1cc(C(=O)Nc2cccc(OCc3cc(=O)n4cc(C)sc4n3)c2)cc(OC)c1OC	-29%	.	20%
Cc1ccc(S(=O)(=O)N2CCC(C(=O)NCCN3CCOCC3)CC2)cc1C	1%	-20%	-18%
NC(CSCc1cccc(Br)c1)C(=O)O (stereo unspecified)	-18%	-5%	-6%
Cn1c(N/N=C2\CCCc3ccccc32)nc2c1c(=O)n(Cc1ccc(F)cc1)c(=O)n2C	?	3%	-1%
Nc1nc(NCCO)nc(NCC2CCCO2)c1[N+](=O)[O-] (stereo unspecified)	0%	-6%	-3%
CN(CCO)CCOCCOc1cccc2ccccc12	-19%	-3%	8%
C(=C\c1ccco1)/c1nc2ccccc2[nH]1	?	14%	-16%
O=C1CN2CCC1C/C2=C\c1ccnc2c(Cl)cccc12 (stereo unspecified)	?	3%	-18%
N#CCc1cnc2ccccc2n1	-27%	-19%	9%
CCOC(=O)c1ccccc1NC(=O)CCOc1ccccc1	-6%	.	-20%
O=[N+]([O-])c1cc(F)c(N2CCOCC2)cc1N1CCCCC1	-4%	-16%	-20%
CCCc1cc(N2CCN(c3cc(Cl)ccc3C)CC2)n2cnnc2n1	13µM*	.	-15%
O=C(O)CCC/C=C\C[C@@H]1C(/C=C/[C@@H](O)COc2cccc(C(F)(F)F)c2)[C@@H](O)C[C@@H]1O (stereo partly specified)	5%[4.12 µM]	4%	.
O=C(c1cccc(F)c1)N1CCC2(CC1)CN(c1ccncc1)C2	-5%	8%	.
CCc1ccc(C2=CC(c3cccc(Br)c3)n3nnnc3N2)cc1 (stereo unspecified)	18µM*	.	6%
OC[C@H]1OC(Nc2ccc(N=Nc3ccccc3)cc2)[C@@H](O)[C@@H](O)[C@@H]1O (stereo partly specified)	2%	?	-1%
CCCn1c(=N)c(C(=O)NCC2CCCO2)cc2c(=O)n3cc(C)ccc3nc21 (stereo unspecified)	0%	.	14%
Clc1ccc(-c2nnc3n2CCCS3)cc1	-4%	4%	-11%
O=C(Nc1cccc(F)c1)C1CCCN(c2cnccn2)C1 (stereo unspecified)	-22%	5%	-5%
COc1ccc(C(=O)Nc2cccc(C(=O)OCc3cc(=O)n4c5c(sc4n3)CCCC5)c2)cc1	?	.	-2%
Cc1c(Cl)cccc1-n1ncc(C(=O)N2CCOCC2)c1C1CCN(C(=O)OC(C)(C)C)CC1	?	.	-3%
O=C(CSc1ccccc1C(=O)N1CCCCC1)NCC1CCCCC1	-8%	7%	-10%
CCN(CC)C(=S)SCC(=O)Nc1nc(=O)c2ccccc2s1	?	-12%	16%
CCOC(=O)NC(Nc1ccc(S(N)(=O)=O)cc1)(C(=O)OCC)C(F)(F)F (stereo unspecified)	-2%	4%	-2%
Nc1[nH]ncc1S(=O)(=O)c1ccccc1	-4%	3%	-2%
O=C(c1ccc(S(=O)(=O)Nc2ccccc2)cc1)N1CCC1	?	-1%	0%
O=C(COc1ccc(Cl)cc1Cl)N/N=C/c1ccc(OC2OC(CO)C(O)C(O)C2O)cc1 (stereo unspecified)	-9%	-13%	19%
Clc1ccc2nc(-c3ccccc3)c(CN3CCOCC3)n2c1	?	18µM*	-8%
O=C(CSc1ccc(-c2cccnc2)nn1)N1CCCCCC1	2%	-9%	0%
CC(C)CC(=O)Nc1cccc(-c2cn3cccnc3n2)c1	-10%	.	0%
O=C(CC1SCCNC1=O)Nc1cc(Cl)cc(Cl)c1 (stereo unspecified)	28%	1%	3%
O=C(Nc1nc2cc3c(cc2s1)OCO3)C1CC1	4.1µM*	-6%	0%
O=C(Nc1ccc(Cl)cn1)c1ccc(-c2ccc(Cl)c(Cl)c2)o1	-13%	.	11%
CCOC(=O)N1CCN(C(=O)c2ccc3ccccc3c2)CC1	7%	0%	-1%
COc1ccccc1NC(=O)CSc1nnc(Cn2cnc3ccccc32)o1	-6%	6%	-3%
Nc1ccccc1CNc1nc(NCCO)nc2c1ncn2CCN1CCOCC1	12%	-12%	-6%
The list continues.
SMILES	DT40 TDP1 CPT	N370S GC mod	FEN1 inhibitor
COC(=O)Cn1ncn2cccc2c1=O	0%	6%	5%
COC(=O)Nc1ccc(S(=O)(=O)Nc2cc(C(F)(F)F)c[nH]c2=O)cc1	6%	-9%	-10%
COc1ccc2c(c1)OC[C@H]1[C@H]2N2C(=O)c3cc(Cl)ccc3NC(=O)[C@@]2(C)[C@H]1c1ccccc1	?	-4%	-6%
COc1ccc(CN2C(=O)c3ccccc3C(/C=N\OCc3ccc(F)cc3)C2=O)cc1 (stereo unspecified)	?	1%	2%
O=S(=O)(Cc1ccccc1)N1CCCCC1	-15%	-2%	1%
COc1cccc(C(=O)NCCCNC(=O)c2cccc(OC)c2)c1	-17%	5%	-2%
CCc1cccc(C)c1NC(=O)COC(=O)Cn1c(C)csc1=O	3%	-9%	11%
C/C(N)=C(/C#N)C(=O)COC(=O)c1cc(-c2ccc(C)cc2)nc2ccccc12	-29%	9%	-12%
O=S(=O)(Nc1ccc2c(c1)oc1ccccc12)N1CCCC1	-16%	18%	-13%
COc1ccc(CC(=O)Nc2ccc(-c3nnc(-c4ccccc4)o3)cc2)cc1OC	-10%	-4%	-16%
CC(Oc1ccc2c(-c3ccccc3)cc(=O)oc2c1)C(=O)NCc1ccccn1 (stereo unspecified)	?	-2%	-1%
O=C(Cn1cc([N+](=O)[O-])cn1)NCc1ccccc1	3%	5%	0%
CCOC(=O)N1CCC(N(CCN(C)C)C(=S)Nc2cc(Cl)ccc2C)CC1	-6%	0%	-5%
COc1ccc(OC2C(=O)N(Cc3ccc(F)cc3)C2c2ccc(OC)c(OC)c2)cc1 (stereo unspecified)	29µM*	-1%	-20%
CSC1=NC(C(Cl)(Cl)Cl)N=C(c2ccc(C)cc2)N1 (stereo unspecified)	0.82µM*	-5%	-17%
CCn1c(C)nc2cc(C(=O)N/N=C(\C)c3ccc(N4CCOCC4)cc3)ccc21	-11%	-5%	-9%
N/C(=N\OC(=O)c1ccco1)c1ccc(Cl)cc1	-13%	12%	0%
COc1ccc(N2CCN(C(=O)CCNS(=O)(=O)c3ccc(C)cc3)CC2)cc1	?	-17%	-3%
O=C(N/N=C/c1c(O)ccc2ccccc12)c1cccc(C(F)(F)F)c1	0.65µM*	11%	-5%
CSCC[C@H](NC(=O)c1ccc(Cl)c([N+](=O)[O-])c1)c1nc2ccccc2[nH]1	?	?	-10%

The final two records of the part above are carried over, then new ones follow.
SMILES	DT40 TDP1 CPT	N370S GC mod	FEN1 inhibitor
O=C(N/N=C/c1c(O)ccc2ccccc12)c1cccc(C(F)(F)F)c1	0.65µM*	11%	-5%
CSCC[C@H](NC(=O)c1ccc(Cl)c([N+](=O)[O-])c1)c1nc2ccccc2[nH]1	?	?	-10%
CC(=O)N1CCC(=NNc2ccnc3cc(Cl)ccc23)CC1	-12%	-12%	-3%
CCOC(=O)C1CCN(C(=O)CSc2nc3ncccc3[nH]2)CC1	10%	-4%	-5%
CCOC(=O)c1ccccc1NC(=O)CN1C(=O)NC(C)(CCc2ccccc2)C1=O (stereo unspecified)	?	-9%	-12%
O=C(OCc1cccc(F)c1)c1cc2ccccc2cc1O	9%	-4%	-3%
COc1cc(-n2cnnn2)ccc1S(=O)(=O)N1CCOCC1	1%	8%	1%
COc1ccc(-c2nc(CS(=O)CC(=O)NC3CCCCC3C)c(C)o2)cc1 (stereo unspecified)	-15%	1%	3%
CCCOc1ccc(-c2nn(-c3ccccc3)cc2/C=C2\SC(N)=NC2=O)cc1	1%	-6%	-3%
O=C(CCC(=O)N1CCSc2ccccc21)Nc1cccc(F)c1	?	-12%	-16%
Cc1ccc(Nc2nc(N)c3ccccc3n2)cc1C	15µM*	1%	12%
COc1ccccc1/C=N/NC(=O)c1nnn(-c2nonc2N)c1-c1ccccc1	-25%	.	1%
N#Cc1c(-c2ccccc2)cc(-c2ccccc2)nc1SCC(O)CS(=O)(=O)Cc1ccccc1 (stereo unspecified)	10µM*	.	?
Cn1c(=O)c2c(nc(NNC(=O)C(F)(F)F)n2C)n(C)c1=O	2%	-2%	3%
Cc1csc(NC(=O)CCC(=O)N(CC(=O)NC2CCCCC2)c2ccccc2)n1	-13%	-7%	1%
CNC[C@@H]1Oc2ccc(NC(=O)Nc3c(C)noc3C)cc2CC(=O)N([C@H](C)CO)C[C@H]1C	-18%	.	-6%
C#CCOCCOCCOCCNc1nc(N2CCN(C(=O)Cn3cc(CCCCN)nn3)CC2)nc(N2CCN(C(=O)Cn3cc(CC(C)O)nn3)CC2)n1 (stereo unspecified)	-7%	6%	3%
O=C(CP(=O)(c1ccccc1)c1ccccc1)Nc1cccc(CP(=O)(c2ccccc2)c2ccccc2)c1	?	11%	4%
COCCCN=Cc1c(C)[nH]n(-c2ccc(Br)c(C)c2)c1=O	?	1%	0%
COc1ccc(Cl)cc1NC(=O)c1nn(C)c2c1CS(=O)(=O)c1ccccc1-2	-5%	.	-1%
O=C1C2C3CCC(C3)C2C(=O)N1Cc1ccco1 (stereo unspecified)	1%	3%	-1%
Cc1onc(-c2c(F)cccc2Cl)c1C(=O)Nc1cccc(S(=O)(=O)NC2=NCCC2)c1	1%	0%	1%
COCCn1c(SCC(=O)NC2CCCCC2C)nc2ccccc2c1=O (stereo unspecified)	14%	-3%	-3%

4 entries from above, in markdown.
| Molecule | DT40 TDP1 CPT | N370S GC mod | FEN1 inhibitor |
| --- | --- | --- | --- |
| Cc1ccc(Nc2nc(N)c3ccccc3n2)cc1C | 15µM* | 1% | 12% |
| COCCCN=Cc1c(C)[nH]n(-c2ccc(Br)c(C)c2)c1=O | ? | 1% | 0% |
| O=C(CCC(=O)N1CCSc2ccccc21)Nc1cccc(F)c1 | ? | -12% | -16% |
| COc1ccc(Cl)cc1NC(=O)c1nn(C)c2c1CS(=O)(=O)c1ccccc1-2 | -5% | . | -1% |
